MITF act: increases MITF-driven TRPM1 promoter luciferase signal; activation, % at 12.5 µM; SK-MEL-5 TRPM1-promoter luciferase, 24 h; % of positive control, neutral wells = 0; 0.75% of 300,000 active;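 active = mean activation of at least 80% with every replicate also reaching 80%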;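 note: 0% = neutral control wells and 100% = parthenolide positive control wells; values of inactives mirror those of a sister screen read the other way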
CDK5 inh: blocks human CDK5/p35 kinase activity; Recombinant CDK5/p35, ADP-Glo luminescence, 60 min; inhibition, % at 10 µM; 0.01% of 330,000 active;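 active = highest replicate inhibition of at least 50% and at least 75% of replicates reaching 50%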;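 note: plate controls were DMSO neutral control for no effect and GW8510 at 10 µM for full effect; many of its hits are not listed in these tables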
Target sequence (Q00535 whole entry, looked up): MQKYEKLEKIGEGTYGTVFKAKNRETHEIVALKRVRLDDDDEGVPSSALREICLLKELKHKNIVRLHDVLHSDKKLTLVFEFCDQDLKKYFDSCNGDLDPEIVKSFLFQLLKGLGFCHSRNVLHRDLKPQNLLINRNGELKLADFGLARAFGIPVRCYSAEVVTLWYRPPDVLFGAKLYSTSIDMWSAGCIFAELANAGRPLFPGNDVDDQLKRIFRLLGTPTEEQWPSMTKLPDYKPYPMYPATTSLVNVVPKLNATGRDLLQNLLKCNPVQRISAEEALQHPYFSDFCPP
Target sequence (Q15078 whole entry, looked up): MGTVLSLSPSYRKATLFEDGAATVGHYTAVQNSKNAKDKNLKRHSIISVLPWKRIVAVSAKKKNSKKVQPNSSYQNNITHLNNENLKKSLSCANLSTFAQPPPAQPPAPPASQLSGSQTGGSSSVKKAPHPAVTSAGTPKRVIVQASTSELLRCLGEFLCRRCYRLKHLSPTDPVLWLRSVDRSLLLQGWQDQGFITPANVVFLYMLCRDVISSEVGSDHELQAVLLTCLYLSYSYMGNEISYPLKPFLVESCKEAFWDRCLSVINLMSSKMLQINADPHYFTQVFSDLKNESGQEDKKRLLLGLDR
PvdQ inh: P. aeruginosa PvdQ acylase inhibition; 0.063% of 340,000 active; purified PvdQ acylase, fluorescence plate reader; AID 488965; inhibition, % at 10 µM; in the data active = inhibition above about 30%, passing the limit was not always enough;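 note: 0% = vehicle neutral wells and 100% = reference inhibitor wells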
Rtt109 Vps75: blocks Candida albicans Rtt109/Vps75 acetyltransferase activity; inhibition, % at 34.9 µM; Q5AAJ8; purified Rtt109/Vps75, ThioGlo CoA-SH fluorescence, 4 h; 0.16% of 330,000 active;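 active = inhibition of at least 50% in every replicate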
Target sequence (Q5AAJ8 whole entry, looked up): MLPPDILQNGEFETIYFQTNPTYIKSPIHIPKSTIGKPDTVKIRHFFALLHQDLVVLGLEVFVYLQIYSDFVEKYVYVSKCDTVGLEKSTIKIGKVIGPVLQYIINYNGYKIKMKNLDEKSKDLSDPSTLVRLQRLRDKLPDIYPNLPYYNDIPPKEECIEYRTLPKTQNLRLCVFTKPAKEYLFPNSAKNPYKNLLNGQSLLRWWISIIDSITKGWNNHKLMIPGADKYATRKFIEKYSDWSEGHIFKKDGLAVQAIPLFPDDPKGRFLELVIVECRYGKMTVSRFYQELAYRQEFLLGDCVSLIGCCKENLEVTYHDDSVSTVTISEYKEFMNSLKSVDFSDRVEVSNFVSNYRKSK
SR-BI DiI inh: mouse SR-BI HDL lipid transfer inhibition; Q61009; ldlA[mSR-BI] CHO cells, DiI-HDL uptake fluorescence, 3 h; inhibition, % at 12.5 µM; 0.96% of 320,000 active; AID 488896;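 active = mean replicate inhibition of at least 70% and a set share of replicates each scoring 70 or more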;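 note: 0% = median of neutral control wells and 100% = median of positive control wells; values of inactives mirror those of a sister screen read the other way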
HTR5A ag: counter-screen for OPRM1-OPRD1 agonists: human HTR5A agonism; P47898; HTR5A agonist assay, luminescence, cell-based; activation, % at 9.3 µM; 0.61% of 340,000 active; AID 504692; in the data active = activation mostly above about 9.5%, no sharp cut-off; inactive = mostly below about 7.6%;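 note: 0% = cells with vehicle only and 100% = reference agonist; strong numbers were not always called active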
cardiac RTF act: cardiac RTF calcium sensitization; P19429+P45379; activation, % at 7.2 µM; IANBD-labeled TnC RTF fluorescence at EC20 calcium; 0% EC20 calcium, 100% full calcium; AID 493008; 0.24% of 340,000 active;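 active = activation above the mean over all tested compounds plus 3 SD, cut at about 30% in these data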;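 note: rise in fluorescence read as greater calcium sensitivity of cardiac thin filaments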
SR-BI uptake up: SR-BI HDL lipid transfer activation; CHO ldlA[mSR-BI] cells, DiI-HDL uptake fluorescence, 3 h; 100 = double the neutral-control signal; activation, % at 12.5 µM; 0.096% of 320,000 active; AID 504775;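 active = mean replicate activation of at least 60% and every replicate at or above 60%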;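 note: 0% = median plate neutral-control signal and 100% = twice that signal; values of inactives mirror those of a sister screen read the other way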
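Test system: SR-BI-overexpressing, LDLR-lacking CHO cells; Medium: Ham's F12 with 0.5% BSA, HEPES 25 mM, pH 7.4; Schedule: 3 h, 37 °C; Technique: bottom-read fluorescence, 550/595 nm.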
dFosB act: enhances mouse delta FosB homodimer DNA binding | purified delta FosB, TAMRA-CDK5 oligo fluorescence polarization; percent of positive-control signal above neutral wells | 0.99% of 340,000 active | AID 493131 | P13346 | activation, % at 25 µM;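 active = mean activation above about 17%, with every replicate also reaching it, limit read from the data, passing the limit was not always enough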;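 note: fluorescence polarization rise as delta FosB binds a TAMRA Cdk5 AP-1 oligo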
Wnt act: activators of Wnt/beta-catenin signaling. activation, % at 9.35 µM. 1.2% of 300,000 active. Wnt/beta-catenin reporter cell assay, activator, plate reader; in the data active = activation above about 30%, passing the limit was not always enough;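 note: 0% = neutral control wells and 100% = positive control wells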
* marks the source's active call; other numbers are inactive results; . = not tested or not shown; & = joins results of further samples.

SMILES	MITF act	CDK5 inh	PvdQ inh	Rtt109 Vps75	SR-BI DiI inh	HTR5A ag	cardiac RTF act	SR-BI uptake up	dFosB act	Wnt act
O=C(Oc1ccccc1Cl)c1ccc(-n2cncn2)nc1	.	-1.2	-13	-2	-2	7	6	2	1	.
COc1cccc2cc(C(=O)NCc3ccccc3)c(=N)oc12	-1	2.3	-6	-16	9	-4	-3	-9	-9	12
CCn1cnc2c1c(=O)n(CC(=O)NCC(F)(F)F)c(=O)n2Cc1ccccc1	-3	-2.3	0	-2	-16	0	-4	16	-4	1
Cc1ccc(N(CC(=O)NC(C)(C)C)C(=O)CNC(=O)c2cccs2)cc1	10	-0.4	-4	-3	-5	-7	4	5	-1	1
OCCNC(=S)NCc1ccccc1	.	1.2	-7	-1	-25	.	.	25	-5	-2
Cc1noc(C)c1-c1nc(CSc2ccccc2)no1	24	0.2	-16	1	-3	-2	1	3	-5	13
COc1cccc(OC)c1-c1nn2c(-c3ccccc3Cl)nnc2s1	8	-1.4	-15	-12	-3	2	2	3	-23	2
Cc1cc(C(=O)NCCCOC(C)C)c2ccccc2n1	9	0.0	-8	0	4	5	3	-4	0	.
OCC1(Cc2ccccc2)CCN(CCCC2CCCC2)CC1	0	1.2	0	12	.	5	-3	.	2	1
Cc1ccc2nc(NCc3ccccc3)c(C=NCc3ccccc3)c(=O)n2c1	25	1.4	-17	-12	15	-5	-4	-15	-17	30
Cc1ccccc1C(=O)Nc1ccnc(-c2ccncc2)n1	-4	-1.9	-12	-8	3	1	4	-3	3	-1
O=C(COC(=O)c1ccc([N+](=O)[O-])s1)NNC(=O)c1ccccc1	-23	-0.2	22	-3	-15	5	-3	15	-3	.
CCOc1ccc(-c2nnn(CC(=O)N3CCN(c4ccc(OC)cc4)CC3)n2)cc1OCC	-7	-0.7	-3	2	82*	14	-4	-82	3	.
COc1ccc(C(=O)NCc2csc(C)n2)cc1OC1CCN(C(C)=O)CC1	1	0.3	-7	-3	-5	4	-2	5	-4	-8
N/C(CCCN1CCCCC1)=N/O	-1	-3.5	-14	2	-17	-3	2	17	9	.
CCOC(=O)Cc1csc(NC(=O)/C=C\c2ccccc2Cl)n1	26	1.8	-5	10	54	.	.	-54	-22	-1
CCCCN(C(=O)C(C)N1C(=O)c2ccccc2C1=O)c1c(N)n(CCCC)c(=O)[nH]c1=O (stereo not drawn)	.	1.1	1	19	2	5	1	-2	-2	4
Fc1cccc(Oc2nc3ccccc3n3cccc23)c1	-12	-5.3	-4	0	14	-1	-2	-14	-1	.
CC1CCN(c2nc3c(c(=O)[nH]c(=O)n3C)n2CC(C)CSc2nnnn2-c2ccccc2)CC1 (stereo not drawn)	-5	0.8	-4	10	2	-2	-4	-2	-12	-2
CCc1nnc(NC(=O)c2nc3nccc(C)n3n2)s1	-6	-0.1	-9	2	-3	1	7	3	-6	-3
COC(=O)C1C(C(=O)OC)C1(c1ccccc1)c1ccccc1 (stereo not drawn)	-10	-0.8	-5	-2	-3	2	-2	3	15	0
O=C(Nc1ccc2c(c1)OCCO2)N1CCN(c2ccc(F)cc2)CC1	0	0.7	3	16	5	0	8	-5	-12	4
COc1ccc(-c2c(C3=CCCCC3)oc3ccc(-c4ccc5c(c4)OCO5)cc23)cn1	-6	-1.2	-13	-7	28	3	5	-28	-3	-5
COc1ccc(CN(C)C(=O)C2CSC3(C)CCC(=O)N23)cc1OC (stereo not drawn)	2	0.8	-10	-3	-8	-2	4	8	-1	-2
Cc1cccc(-n2ncc3c(Nc4c(C)n(C)n(-c5ccccc5)c4=O)ncnc32)c1	16	0.6	-16	-11	-10	5	-1	10	2	-3

Record cards (already shown).
Entry for Fc1cccc(Oc2nc3ccccc3n3cccc23)c1 = MITF act = -12; CDK5 inh = -5.3; PvdQ inh = -4; Rtt109 Vps75 = 0; SR-BI DiI inh = 14; HTR5A ag = -1; cardiac RTF act = -2; SR-BI uptake up = -14; dFosB act = -1; Wnt act = .
Entry for CCOc1ccc(-c2nnn(CC(=O)N3CCN(c4ccc(OC)cc4)CC3)n2)cc1OCC = MITF act = -7; CDK5 inh = -0.7; PvdQ inh = -3; Rtt109 Vps75 = 2; SR-BI DiI inh = 82*; HTR5A ag = 14; cardiac RTF act = -4; SR-BI uptake up = -82; dFosB act = 3; Wnt act = .

Next part:
SMILES	MITF act	CDK5 inh	PvdQ inh	Rtt109 Vps75	SR-BI DiI inh	HTR5A ag	cardiac RTF act	SR-BI uptake up	dFosB act	Wnt act
Cc1c(NS(=O)(=O)c2ccc3c(c2)NC(=O)CC(=O)N3)cccc1[N+](=O)[O-]	-1	.	1	-6	-41	1	-1	41	5	1
COc1cccc(N2CCN(C(=O)CCC(=O)N3CCOc4ccc(C)cc43)CC2)c1	0	-3.9	-24	-3	29	7	5	-29	-4	2
O=C(NNc1ccccc1)Nc1ccccc1F	3	2.1	1	-3	.	0	-6	.	1	5
CC1CCC2(CC1)NC(=O)N(CC(=O)NC(=O)Nc1ccc3c(c1)OCCO3)C2=O (stereo not drawn)	14	0.9	-20	0	.	-1	6	.	0	-14
CCS(=O)(=O)c1ccc(C(=O)Nc2ccccc2OC)c(Cl)c1Cl	8	-1.9	-5	-4	44	1	8	-44	-9	-1
CCC(=O)Nc1ccc(C(=O)CN2C(=O)NC3(CCOc4ccccc43)C2=O)cc1 (stereo not drawn)	.	0.6	-1	16	-6	2	0	6	-3	0
O=C(CSCC(=O)N1CCN(c2ccccc2)CC1)Nc1nc(-c2ccc(Cl)s2)cs1	.	-0.5	-7	0	52	2	1	-52	-8	-4
CCC(C)[C@H](NS(=O)(=O)c1ccc(C)cc1)C(=O)N1CCC(C(=O)N[C@@H](Cc2ccccc2)C(=O)O)CC1 (stereo partly drawn)	-1	.	4	2	-5	4	-6	5	-3	-1
Cc1ccc(C)c(N(CC(=O)NC(C)(C)C)C(=O)CCC(=O)Nc2nccs2)c1	6	0.3	-1	5	-5	11	2	5	0	0
COc1ccc(N=C2SC(C(=O)Nc3ccc4c(c3)OCO4)CC(=O)N2C)cc1 (stereo not drawn)	-6	-2.3&-0.5	-11&-3	-3&2	22	0&2	0&2	-22	-14&-2	-4&0
Cc1ccc(S(=O)(=O)NCCN2CCOCC2)c(C)c1C	0	-3.5	-18	-1	-11	6	8	11	-4	-1
COC(=O)c1ccc(NS(=O)(=O)NC(=O)c2cn(C)c3ccccc23)cc1	-9	-0.2	-12	-12	2	6	-1	-2	-3	-2
O=C(CN1C(=O)c2cccnc2Oc2ccc(Cl)cc21)N1CCCC1	2	-0.7	-16	-3	-5	4	-2	5	-1	1
COCC(C)NC(=O)c1ccccc1OC(C)=O (stereo not drawn)	-3	0.3	-10	-10	-4	8	-6	4	-3	.
COc1ccc(CCC(=O)Nc2cc(Cl)ccc2OC)cc1	-5	4.4	1	5	10	0	2	-10	1	.
Cc1ccc(CNC(=O)CN(CCc2ccccc2)S(C)(=O)=O)cc1	-7	-1.8	-17	-4	-3	0	-1	3	-6	-1
C[C@@H]([C@H](O)c1ccccc1)N(C)C(=S)Nc1ccccc1	13	1.9	3	5	-15	0	0	15	0	2
Cc1ccc(OCc2ccc(C(=O)NNC(=S)NCC3CCCO3)o2)c([N+](=O)[O-])c1 (stereo not drawn)	-11	2.3	4	13	-9	0	2	.	-8	1
CCOc1ccsc1C(=O)NNC(=O)c1ccco1	9	0.0	3	4	-28	-1	-2	28	7	-2
COC(=O)[C@@]1(Cc2ccccc2)[C@H]2C(=O)N(C)C(=O)[C@H]2[C@H]2CN=C(SCc3ccc(Cl)cc3)N21	-3	-1.8	-17	3	-2	0	0	2	-5	-1
CCn1c(SCC(=O)Nc2cccc(NC(=O)c3ccco3)c2)nnc1-c1cccs1	7	-1.2	-2	11	9	6	-4	-9	-20	.
COc1ccccc1CNC(=O)N1CCN(c2ccccc2C)CC1	-5	1.9	-10	-9	37	3	2	-37	-5	-1
O=C(NNC(=O)c1csc(-c2cccnc2)n1)c1ccccc1	13	0.4	-12	5	0	-1	12	0	-9	2
CC(C)C(OC(=O)c1ccco1)C(=O)NCc1ccccc1 (stereo not drawn)	.	-1.2	-10	2	-2	-1	6	2	-13	8
O=S1(=O)OCCC(c2ccccc2)N1Cc1ccccc1 (stereo not drawn)	2	-0.2	-10	-5	-12	-2	-6	12	0	-1
COc1ccc(CNc2nc(C)c([N+](=O)[O-])c(C)c2C#N)cc1	-10	-1.2	14	-4	14	-1	2	-14	-8	-1
CCOc1ccc(CCNC(=O)COC(=O)c2ccco2)cc1OCC	-1	-0.3	-15	-7	0	-3	6	0	-4	.
CCOC(=O)N1CCN(CCC(=O)Nc2cccc(C)c2)CC1	.	-3.1	-5	-2	-15	-2	2	15	-3	-3
C=CCc1cc(C)ccc1OCCn1ccnc1	-6	-1.6	-1	4	-13	0	-4	13	-4	-2
Cc1ccc(S(=O)(=O)N(C)C)cc1[N+](=O)[O-]	-3	0.9	-5	-24	.	-8	-2	.	-1	3
Cc1ccc(NS(=O)(=O)c2c(C)[nH]c(=O)[nH]c2=O)c(Br)c1	-4	-0.9	-9	-4	-15	-2	2	15	-2	2
CCCCOc1ccc(NC(=O)c2cnc(C)cn2)cc1	33	-0.1	-7	-4	14	0	-5	-14	9	15
Cc1cc(/C=C(\C#N)C(=O)N2CCCCC2)cc(C)c1O	-1	-0.8	-3	0	-5	4	-5	5	0	0
O=C(Nc1nc(-c2cccs2)cs1)C1=COCCO1	63	0.9	-2	-3	9	-1	-1	-9	-1	-7
CS(=O)(=O)Nc1ccc(C(=O)CC(=O)Nc2ccc([N+](=O)[O-])cc2)cc1	.	0.0	12	-4	55	-4	2	-55	-1	1
CC1(C)CC(=O)c2cc(C(=O)N3CCN(CCO)CC3)c(=O)n(-c3ccc(Cl)cc3)c2C1	8	0.5	-9	4	-23	1	0	23	-1	.
CC1=CC2=NC(=O)CC(C)(C(=O)N(CC(=O)NC(C)(C)C)Cc3ccccc3)N2C=C1 (stereo not drawn)	-5	-0.3	-3	-10	-4	-7	-1	4	4	5
Cc1ccccc1C(=O)NCC(=O)Nc1ccccc1C(F)(F)F	-2	-2.0	-5	-2	-28	8	11	28	0	-1
CC(CCC(=O)NN)C1CCC2C3CCC4CC(O)CCC4(C)C3CCC12C (stereo not drawn)	-6	-0.6	-10	7	-23	0	-4	23	0	2
CCN(CCNS(=O)(=O)c1ccc2[nH]c(=O)sc2c1)c1ccccc1	.	0.9	-12	-1	-9	6	0	9	-4	-2
O=C(NCc1ccco1)c1cc(-c2ccccc2)nn1CC1CC(c2cccnc2)=NO1 (stereo not drawn)	21	0.2	-16	-4	15	8	4	-15	-2	-4
CNC1=C(N(C(C)=O)c2ccc(Br)cc2)C(=O)c2ccccc2C1=O	-106	-0.6	-2	-1	0	2	0	0	-12	-22
Cc1ccnc2nc(C(=O)OCC(=O)N(Cc3ccccc3)C(C)(C)C)nn12	2	-0.6	4	21	-4	3	-1	4	0	2
N#Cc1c(NC(=O)CSc2ncnc3sccc23)oc(-c2ccco2)c1-c1ccco1	-11	-0.7	-1	3	32	-3	-2	-32	-13	.

Rows were taken by chance; about 4.4% have a hit in one of these screens.
